# Tau ThT inhib – blocks human tau fibril formation measured by thioflavin T; Potency, µM (titrated, usually from 57.4 µM), without a hit: at the highest dose activity, negative = inhibition, usual class: inhibitors; recombinant tau K18 P301L, heparin-induced fibrillization, ThT fluorescence; P10636; 270,000 compounds, 2.1% hits; note: % is set by controls: 0 for no effect and ±100 for the full control effect; nearly all actives have a fitted effect of over 55% in size
# Target sequence (P10636 561-689 P618L limits assumed): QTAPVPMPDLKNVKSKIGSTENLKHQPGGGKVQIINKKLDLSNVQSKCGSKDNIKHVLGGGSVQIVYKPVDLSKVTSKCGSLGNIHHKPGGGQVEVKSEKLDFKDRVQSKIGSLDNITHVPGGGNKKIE
#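 Recombinant human tau K18 fragment […] carrying P301L, 15 uM unlabeled plus 0.24 uM Alexa 594-labeled, was fibrillized with 20 uM heparin in 100 mM sodium acetate pH 7 for 6 hr at 37 C; 30 uM ThT fluorescence read after 1 hr.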
# HTT ATP protect – Huntington cell model cytoprotection by ATP luminescence. Potency, µM (top dose mostly 56.4 µM), inactives show cytoprotection (ATP increase), actives largely listed as activators. PC12 HTT-Q103 induced, cytoprotection, ATP luminescence, 40 h. 230,000 compounds, 0.14% hits;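 note: % of control where 0% means no effect; nearly all actives have a fitted effect of over 45% in size; toxic huntingtin expression switched on by the ecdysone agonist tebufenozide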
#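 Huntington model: PC12 line, ecdysone-inducible HTTQ103 exon1–GFP, tebufenozide 100 nM. Test articles in a dose series. Endpoint luminescence from cellular ATP.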
# GAA spleen mod – lysosomal alpha-glucosidase (human) modulation | P10253 | 240,000 compounds, 0.006% hits | AID 2112 | human spleen homogenate, 4-MU-alpha-glucoside fluorescence | Potency, µM (titrated, usually from 79.9 µM), for the others: at the top dose activity change, negative = inhibition, actives largely listed as inhibitors;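 note: 0% = enzyme with vehicle and -100% = no enzyme basal signal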
#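 Human spleen homogenate (1 ug) with 4-methylumbelliferyl-alpha-D-glucopyranoside (1 mM final) in 50 mM citrate/phosphate pH 5.0, 0.01% Tween-20; 40 min at 37 C. Stopped at pH 10; 4-MU fluorescence Ex 365/Em 440 nm; AC50 by Hill fit.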
# GAA glycogen – alters human alpha-glucosidase cleavage of glycogen | 300,000 compounds, 0.38% hits | P10253 | Potency, µM (series often up to 76.4 µM), inactives show top-dose activity change, negative = inhibition, hits mostly inhibitors | recombinant GAA, glycogen substrate, Amplex Red glucose oxidase fluorescence;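 note: 0% = full enzyme reaction and -100% = no-enzyme basal signal; the screen sought inhibitors and activators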
#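 Natural-substrate format: glycogen cleavage by 4 nM human enzyme, glucose read by Amplex Red coupling (Ex 573, Em 610 nm). Normalized to enzyme and no-enzyme controls.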
# Tau fibril FP – blocks human tau fibril formation measured by polarization; K18 P301L tau heparin fibrillization, Alexa594 FP, 6 h; Potency, µM (titrated, usually from 57.7 µM), for the others: top-dose activity, negative = inhibition, actives largely listed as inhibitors; 280,000 compounds, 0.39% hits; note: % is set by controls: 0 for no effect and ±100 for the full control effect; nearly all actives have a fitted effect of over 55% in size
#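 Heparin (20 uM) drove fibril formation of recombinant tau K18 P301L, 15 uM unlabeled with 0.24 uM Alexa 594 label, for 6 hr at 37 C in 100 mM sodium acetate pH 7. Fluorescence polarization (555/632 nm) read 1 hr after 30 uM ThT.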
# GLA spleen mod – inhibitors or activators of human alpha-galactosidase in spleen homogenate; P06280; human spleen homogenate, 4MU-alpha-Gal fluorescence, 40 min; Potency, µM (titrated, usually from 80 µM), for the others: top-dose activity change, negative = inhibition, hits mostly inhibitors; 240,000 compounds, 0.008% hits; AID 2107;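 note: 0% = enzyme with vehicle and -100% = no enzyme basal signal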
# Target sequence (P06280 32-429 limits assumed): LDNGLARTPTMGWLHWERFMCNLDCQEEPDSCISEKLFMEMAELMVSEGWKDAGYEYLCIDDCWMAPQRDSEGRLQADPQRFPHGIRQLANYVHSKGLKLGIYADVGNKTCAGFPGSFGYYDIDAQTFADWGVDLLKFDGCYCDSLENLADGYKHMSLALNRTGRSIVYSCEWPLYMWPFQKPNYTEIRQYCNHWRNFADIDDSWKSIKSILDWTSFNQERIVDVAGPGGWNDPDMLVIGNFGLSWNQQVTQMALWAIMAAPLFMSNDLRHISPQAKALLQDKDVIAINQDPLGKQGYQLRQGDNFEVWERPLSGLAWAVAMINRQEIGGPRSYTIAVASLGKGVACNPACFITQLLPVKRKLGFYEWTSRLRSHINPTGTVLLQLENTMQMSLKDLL
#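 Inhibition or activation of alpha-galactosidase in human spleen homogenate is scored by 4-MU fluorescence after 40 min at 37C, pH 5.0, with 1 mM substrate. AC50s come from concentration-response fitted to the Hill equation.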
# Tau fluor cs – counter-screen for tau fibril formation inhibitors; tau K18 P301L (four-repeat tau fragment) Alexa594 fluorescence, heparin fibrillization; Potency, µM (doses to about 57.7 µM), without a hit: top-dose activity change, negative = decrease; 280,000 compounds, 0.93% hits; note: % is set by controls: 0 for no effect and ±100 for the full control effect; nearly all actives have a fitted effect of over 55% in size
#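 Human K18 P301L tau (15 uM unlabeled plus 0.24 uM Alexa 594-labeled, final) in 100 mM sodium acetate pH 7 was mixed with compound and 20 uM heparin and incubated 6 hr at 37 C.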
# GAA inhib – alpha-glucosidase (human) inhibition. AID 1466. P10253. purified human GAA, 4-MU-alpha-glucoside fluorescence. Potency, µM (doses to about 76.9 µM), inactives show at the highest dose activity change, negative = inhibition, hits mostly inhibitors. 200,000 compounds, 0.005% hits;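 note: plate controls were uninhibited enzyme wells for no effect and no-enzyme background for full effect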
#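 Human enzyme at 4 nM with 400 uM 4-methylumbelliferyl-alpha-D-pyranoside, citrate/phosphate buffer pH 5.0, 0.005% Tween-20, 20 min at room temperature. Compounds up to 77 uM. 4-MU fluorescence (Ex 365/Em 440) read after NaOH/glycine stop; AC50 from Hill fit.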
# * = called active by the depositor; ? = inconclusive; . = not tested or not shown; & = joins results of further samples; [ ] = dose if it differs, or a comment. Calls come from the whole dose curve; as a rule, active = well fitted curve in the direction sought with a large enough effect; inconclusive = small, poorly fitted or top-dose-only effect, or another doubt; inactive = no such curve, though single readings can be large; an effect the other way counts as inactive or inconclusive. Potency is the fitted concentration of half-maximal effect. Hits appear at their usual frequency; any-hit rate near 3.3%.
1	Cc1ccc(-c2nsc(NC(=O)c3oc4cc(C)c(Cl)cc4c3C)n2)cc1
2	Cc1ccc(C(=O)Nc2cccc([N+](=O)[O-])c2)cc1S(=O)(=O)Nc1ccc(C(=O)O)cc1
3	CC(Oc1ccccc1)C(=O)NCc1cccnc1 (stereo unspecified)
4	CCOC(=O)/C(C#N)=C/c1cn(CCOc2ccccc2)c2ccccc12
5	COCCOC(=O)c1c(C)oc2ccc(OCc3ccccc3)cc12
6	CC(C)/C=C1\CC/C(=C\c2cccnc2)C1=O
7	COc1cccc(-n2c(SCC(=O)Nc3nccs3)nnc2-c2ccoc2C)c1
8	O=C(CCSc1ccc(Cl)cc1)N1CCOCC1
compound no.,1,2,3,4,5,6,7,8
GAA glycogen,14%[76.3 µM],-1%,10%,-5%,7%,4%,-6%,3%
Tau ThT inhib,-15%,-16%,-1%,4%,-12%,?,-17%,-13%
GLA spleen mod,.,1%,-24%,3%,-1%,4%,6%,-13%
Tau fluor cs,-13%,-18%,-2%,-24%,-11%,-12%,-11%,-2%
Tau fibril FP,-7%,-1%,-1%,-20%,-8%,-14%,0%,3%
GAA spleen mod,.,0%,-3%,-1%,-2%,3%,1%,-1%
HTT ATP protect,.,-13%,-3%,7%[10 µM],.,14%,18%[10 µM],1%[10 µM]
GAA inhib,.,2%,-1%,-9%,-3%,-1%,3%,-4%

# Pulled by compound from above:
3	CC(Oc1ccccc1)C(=O)NCc1cccnc1 (stereo unspecified)
6	CC(C)/C=C1\CC/C(=C\c2cccnc2)C1=O
1	Cc1ccc(-c2nsc(NC(=O)c3oc4cc(C)c(Cl)cc4c3C)n2)cc1
compound no.,3,6,1
GAA glycogen,10%,4%,14%[76.3 µM]
Tau ThT inhib,-1%,?,-15%
GLA spleen mod,-24%,4%,.
Tau fluor cs,-2%,-12%,-13%
Tau fibril FP,-1%,-14%,-7%
GAA spleen mod,-3%,3%,.
HTT ATP protect,-3%,14%,.
GAA inhib,-1%,-1%,.

# Other structures.
9	Cc1ccc(-c2nnc(CSc3nnc(COc4ccccc4)n3-c3ccc(C)cc3)o2)cc1
10	CC(C)(C)C(=O)Nc1ccccc1C(=O)NCCCn1ccnc1
11	FC(F)(F)COc1nc(N/N=C/c2cccnc2)nc(N2CCCCC2c2ccccn2)n1 (stereo unspecified)
12	COc1ccc(-n2cnnc2SCC(=O)NCc2cccs2)cc1
13	COc1ccc2cc(CN(CCc3ccccc3)Cc3nnnn3CC3CCCO3)c(=O)[nH]c2c1 (stereo unspecified)
14	Cc1cc(=O)[nH]c(SCC(=O)NNC(=O)Cc2ccccc2)n1
15	O=C1N/C(=N/N=C/c2ccccc2)SC1(c1ccccc1)c1ccccc1
16	CN1C(=O)C2C=CC1C1C(=O)N(c3ccccc3)C(=O)C21 (stereo unspecified)
compound no.,9,10,11,12,13,14,15,16
GAA glycogen,-30%,7%,-7%,9%,0%,-5%,-6%,?
Tau ThT inhib,-15%,1%,-15%,-10%,0%,-6%,-3%,15%
GLA spleen mod,-19%,7%,-2%,3%,20%,8%,5%,-5%
Tau fluor cs,-12%,0%,-19%,-3%,-5%,3%,-6%,17%
Tau fibril FP,-3%,-1%,-1%,5%,6%,3%,-3%,1%
GAA spleen mod,-20%,-4%,.,-4%,2%,1%,5%,6%
HTT ATP protect,-6%[10 µM],-1%[10 µM],-46%[inhibitor],21%,4%[10 µM],-30%[inhibitor],-5%,1%
GAA inhib,-6%,-6%,-5%,-1%,-2%,5%,2%,-9%

17	Cc1ccc(C)c(Oc2coc3cc(OCC(=O)Nc4ccccc4C(C)C)ccc3c2=O)c1
18	CN1CCN(c2ccc([N+](=O)[O-])cc2S(=O)(=O)N2CCOCC2)CC1
19	COC(=O)CC[C@@H](C)[C@H]1CC[C@H]2[C@@H]3CC[C@@H]4C[C@H](O)CC[C@]4(C)[C@H]3C[C@H](O)[C@]12C
20	CC(C)=CCC/C(C)=C/CO/N=C1/C[C@@H](O)[C@@H](O)[C@@H]2[C@@H]3C(=O)N(C4CCCCC4)C(=O)[C@H]3CC[C@@H]12
21	O=S(=O)(Nc1ccc2ccccc2n1)c1ccc2c(c1)CCO2
22	O=C(COc1ccc(F)cc1Br)NCc1ccccn1
23	Cc1ccccc1N1C(=O)CSC1=C(C#N)C#N
24	Cn1c(=O)c2c(nc(-n3ccnc3)n2Cc2ccc(Cl)cc2Cl)n(C)c1=O
compound no.,17,18,19,20,21,22,23,24
GAA glycogen,5%,-1%,.,.,3%,-2%,-13%,8%
Tau ThT inhib,-13%,7%,?,-4%[11.5 µM],-14%,-7%,-15%,0%
GLA spleen mod,1%,-2%,-10%,10%[17.5 µM],-1%,5%,0%,8%
Tau fluor cs,-8%,5%,-10%,-8%[11.6 µM],-14%,1%,-8%,4%
Tau fibril FP,-1%,-1%,8%,-1%[11.6 µM],0%,6%,6%,4%
GAA spleen mod,-4%,-13%,2%,0%[17.4 µM],5%,0%,3%,1%
HTT ATP protect,0%[10 µM],-1%,16%[1.9 µM],4%[10 µM],10%[10 µM],-6%[10 µM],-12%,-14%
GAA inhib,-6%,6%,.,.,-3%,5%,3%,-3%

25	COc1cc(CNC(C)(C)CO)cc(Br)c1OCc1ccc(Cl)cc1Cl
26	Cc1cc(-c2ccccc2)nc2cc(C(=O)Nc3cc(C(F)(F)F)ccc3Cl)nn12
27	Cc1cc(C)n(CNc2nc(C(F)(F)F)cs2)n1
28	COc1ccc(-c2nc(CSCC(=O)N3CCN(C)CC3)c(C)o2)cc1OC
29	O=C(c1cnn(C(=O)c2ccccc2)c1)c1ccccc1O
30	CCCn1c(-c2cccnc2Cl)nc2cc(Cl)c(Cl)cc21
31	Nc1nc2n(n1)C(c1cccs1)CC(c1ccc(F)cc1)N2 (stereo unspecified)
32	NC(=O)c1cc(S(=O)(=O)NCc2ccc(Br)cc2)cs1
compound no.,25,26,27,28,29,30,31,32
GAA glycogen,3%,15%[76.3 µM],6%,-25%,2%,-5%,6%,-1%[76.3 µM]
Tau ThT inhib,-8%,-1%,-21%,-11%,-8%,-9%,-16%,12%
GLA spleen mod,5%,.,7%,8%,0%,2%,4%,.
Tau fluor cs,-18%,-14%,-11%,-9%,4%,-14%,-9%,10%
Tau fibril FP,-2%,-2%,-5%,-4%,-3%,4%,0%,8%
GAA spleen mod,-7%,.,1%,4%,-7%,-14%,-1%,.
HTT ATP protect,4%[10 µM],.,-18%,-11%,4%[10 µM],10%[10 µM],9%[10 µM],.
GAA inhib,?,.,-7%,-5%,-4%,3%,0%,.

33	CC1CN(C(=O)Nc2ccc(C(=O)NCc3cccc(F)c3)cc2)c2ccccc2S1 (stereo unspecified)
34	COC(=O)C(C(=O)OC)c1ccccc1[N+](=O)[O-]
35	Cc1ccc(OS(=O)(=O)c2cn(C)c(=O)n(C)c2=O)cc1C
36	Cc1cc(C)c2cc(CN(CCCN(C)C)C(=S)NCc3ccccc3)c(=O)[nH]c2c1
37	CCCn1c(N2CCOCC2)nc2c1c(=O)[nH]c(=O)n2C
38	O=C(N1CCCCC1)N1CCC(c2nc3ccccc3[nH]2)CC1
39	NC(=O)[C@@H]1CCCNc2c(I)cc([N+](=O)[O-])cc2C(=O)N[C@@H](CCC(=O)O)C(=O)N[C@@H](CO)C(=O)N1
40	COc1ccc(OC)c(NC(=O)c2sc3nc4c(cc3c2N)CCCCCC4)c1
compound no.,33,34,35,36,37,38,39,40
GAA glycogen,1%[76.3 µM],1%,-12%,-6%,-10%,9%,4%,-4%[76.3 µM]
Tau ThT inhib,?,2%&-5%,1%,-14%,5%,.,-4%,?
GLA spleen mod,.,1%&5%,-3%,-7%,1%,6%,3%,.
Tau fluor cs,-23%,-1%&0%,3%,-14%,1%,-27%,-7%,?
Tau fibril FP,?,1%&3%,-7%,-5%,-2%,3%,-7%,4%
GAA spleen mod,.,0%&2%,7%,-4%,2%,-3%,-2%,.
HTT ATP protect,.,-1%&-3%,4%[10 µM],-15%[10 µM],-7%,7%[10 µM],.,.
GAA inhib,.,-1%,5%,6%,-2%,.,-1%,.

41	COc1cccc2cc(C(=O)Oc3ccc(NC(C)=O)cc3)c(=O)oc12
42	O=C(O)CCCCCCNS(=O)(=O)c1ccccc1
43	CCOc1cc(/C=N/NC(N)=O)ccc1OC(=O)c1ccc(C)cc1
44	O=S(=O)(c1cccc2cccnc12)N1CCN(Cc2ccc3c(c2)OCO3)CC1
45	CC(C)C(=O)NNS(=O)(=O)c1ccccc1[N+](=O)[O-]
46	CCn1c(=NC(=O)CN2C(=O)CCC2=O)sc2c(OC)ccc(OC)c21
47	COC(=O)CNC(c1ccccc1Cl)c1cc(Br)ccc1NS(=O)(=O)c1ccc(C)cc1 (stereo unspecified)
48	Cc1ccc(NC(=O)NN(C)c2c(Cl)c(Cl)nn2C)cc1
49	COc1cc(-c2nnc(SCC(=O)Nc3ccc4c(c3)OCCO4)o2)cc(OC)c1OC
50	COc1ccc(NC(=O)Nc2cccnc2)c(OC)c1
51	Cc1noc(C)c1C(=O)N1CCc2ccccc21
compound no.,41,42,43,44,45,46,47,48,49,50,51
GAA glycogen,-5%,7%,0%,6%,6%,6%,-3%,-3%,-5%,9%,7%
Tau ThT inhib,-14%,-1%,-19%,-10%,-3%,-16%,-3%,-6%,-20%,-10%,-5%
GLA spleen mod,7%,10%,-2%,-6%,6%,-4%,-3%,4%,1%,2%,0%
Tau fluor cs,-9%,-4%,-24%,-10%,-2%,-10%,-11%,-8%,-23%,-9%,-2%
Tau fibril FP,0%,-4%,1%,-3%,10%,5%,-13%,0%,0%,7%,-6%
GAA spleen mod,5%,0%,5%,-9%,0%,-5%,-6%,-22%,-9%,6%,0%
HTT ATP protect,20%[10 µM],4%,9%,1%,28%[10 µM],-38%[inhibitor],19%[10 µM],-9%,-32%,-107%[inhibitor],0%[0.074 µM]
GAA inhib,1%,-4%,3%,5%,3%,-7%,?,0%,-2%,-3%,2%

# Assay outcomes (PubChem BioAssay)
